Screening data: PubChem, several laboratories
Dyrk1A ADPGlo: Dyrk1A (rat) kinase inhibition; 0.43% of 310,000 active; ADP-Glo luminescence, NFATc1 peptide; inhibition, % at 12.5 µM; AID 504441; Q63470; in the data active means inhibition above about 50%;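 further: plate controls were vehicle with enzyme for no effect and no enzyme for full effect; many of its hits are not listed in these tables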
PolyA inh: blocks polyadenylation in yeast reporter cells | S. cerevisiae SKY197-pL101 polyadenylation reporter, beta-gal luminescence; efflux-impaired pdr1/pdr3 knockout yeast; score 100 = 6 SD above DMSO | calls only at 12 µM | 0.02% of 300,000 active | AID 1875;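 active means lowest replicate activity score at least 50, where 100 means six control SD above control mean; inconclusive means lowest score under 50 but half or more replicates reach 50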;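 further: yeast exposed to compound for 9 h at 30 °C; higher score means more reporter readthrough which indicates perturbed polyadenylation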
Platelet DG rel: platelet dense granule release activity; inhibition, %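 (compounds screened at 7.5 µM in platelet-rich plasma)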; human platelet-rich plasma, SFLLRN dense granule ATP release, luminescence; 0.22% of 300,000 active;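 active means mean replicate score, as percent of positive control, at or above 50; inconclusive means mean below 50 but at least one replicate at or above 50; inactive means mean and every replicate below 50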
AI-2 QS modul: modulates the Vibrio harveyi AI-2 quorum sensing system; activity change, % at 7.5 µM; Vibrio harveyi JMH597 AI-2 luminescence/OD600 ratio, 9 h; stronger effect = lower value; strain lacks LuxN and CqsS sensors; 0 = neutral-control median; 0.4% of 300,000 active; AID 2094; in the data active means activity change below about -75%, passing the limit was not always enough; inconclusive means no clear call, values can overlap the other calls;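 further: luminescence divided by OD600 gain over 9 h not by final OD600 alone; inactives centre near 13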
GSK3beta inhib: human GSK3beta kinase inhibition; activity score (negative = inhibition), % at 10 µM; P49841; GST-GSK3beta kinase, ADP-Glo luminescence, 60 min; stronger effect = lower value; 0.038% of 300,000 active;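 active means more than half of replicate wells score below -50%, meaning over 50% inhibition versus plate controls; inconclusive means some replicates but at most half score below -50%; inactive means no replicate scores below -50%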;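 further: 0% = median DMSO wells and -100% = median GW8510 positive control wells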
Target sequence (P49841 whole entry, looked up): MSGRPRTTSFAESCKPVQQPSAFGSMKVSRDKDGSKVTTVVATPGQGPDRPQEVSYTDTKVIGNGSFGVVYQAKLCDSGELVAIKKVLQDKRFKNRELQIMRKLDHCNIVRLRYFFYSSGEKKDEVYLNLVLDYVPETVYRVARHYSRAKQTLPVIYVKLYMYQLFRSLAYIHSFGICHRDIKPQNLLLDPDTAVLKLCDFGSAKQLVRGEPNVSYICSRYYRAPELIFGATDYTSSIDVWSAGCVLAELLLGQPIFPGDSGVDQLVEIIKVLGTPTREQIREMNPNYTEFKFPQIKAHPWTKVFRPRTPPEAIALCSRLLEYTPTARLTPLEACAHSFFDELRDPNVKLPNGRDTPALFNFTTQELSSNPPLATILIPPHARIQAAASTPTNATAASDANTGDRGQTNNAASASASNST
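Assay system: GST-fused GSK3beta enzyme, cell-free / Medium: Tris pH 7.5 buffer with MgCl2, DTT, BSA, heparin / Also added: peptide substrate plus 25 µM ATP (final) / Compound: 10 µM single point / Timing: kinase reaction with compound 60 min at room temperature / Detection: ADP-Glo luminescence / Benchmarks: DMSO neutral wells and GW8510 at 20 µM as positive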
HSF1 activator: increases HSF-1 driven luciferase reporter signal. NIH3T3-HGL HSF-1 luciferase reporter, MG132, 8 h; 100% = twice DMSO control signal. activation, % at 9 µM. 1.7% of 300,000 active. AID 504408;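 active means mean replicate activation of at least 50% with a set share of replicates each reaching 50%; inconclusive means only one of those two conditions met; inactive means mean below 50% and too few replicates reaching it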;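 further: 0% = median of the neutral control wells and 100% = twice that signal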
HSF1 inhib: HSF1 inhibition. NIH3T3-HGL HSE-luciferase, MG132-induced, luminescence 8 h; stronger effect = lower value. activity change, negative = inhibition, % at 7.5 µM (by protocol). 0.77% of 300,000 active;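 active means more than half of replicate wells show activity change below -50%, luminescence cut by over half; inconclusive means some wells, but at most half, below -50%; inactive means no replicate well below -50%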;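 further: luciferase reports HSF-1 transcriptional activity via heat shock element; 0% = median of DMSO wells and -100% = zero luminescence signal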
HDAC3 inh: inhibitors of human histone deacetylase 3 | O15379 | recombinant HDAC3, fluorogenic peptide/trypsin coupled, fluorescence | inhibition, % at 8.3 µM | 0.15% of 320,000 active | AID 2718; in the data active means inhibition above about 26%, passing the limit was not always enough; inconclusive means no clear call, values can overlap the other calls
HSP90 refold inh: HSP90 refolding inhibition in rabbit reticulocyte lysate; inhibition, % at 5.6 µM; 0.91% of 290,000 active; luciferase refolding luminescence, 3 h;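 active means inhibition above the screen-wide mean plus 3 SD, computed separately per campaign, cut at about 16% in these data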;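 further: 0% = DMSO wells and 100% = 60 µM geldanamycin wells; inhibitors lower the luminescence because luciferase stays unfolded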
GSK3 alpha inh: human GSK-3 alpha kinase inhibition. AID 2650. inhibition, % at 10 µM. ADP-Glo luminescence, 60 min. P49840. 0.1% of 320,000 active;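 in the data active means inhibition above about 50%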;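 further: GST-tagged GSK-3 alpha with peptide substrate and 25 µM ATP; 0% = DMSO neutral wells and 100% = GW8510 positive control wells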
Target sequence (P49840 whole entry, looked up): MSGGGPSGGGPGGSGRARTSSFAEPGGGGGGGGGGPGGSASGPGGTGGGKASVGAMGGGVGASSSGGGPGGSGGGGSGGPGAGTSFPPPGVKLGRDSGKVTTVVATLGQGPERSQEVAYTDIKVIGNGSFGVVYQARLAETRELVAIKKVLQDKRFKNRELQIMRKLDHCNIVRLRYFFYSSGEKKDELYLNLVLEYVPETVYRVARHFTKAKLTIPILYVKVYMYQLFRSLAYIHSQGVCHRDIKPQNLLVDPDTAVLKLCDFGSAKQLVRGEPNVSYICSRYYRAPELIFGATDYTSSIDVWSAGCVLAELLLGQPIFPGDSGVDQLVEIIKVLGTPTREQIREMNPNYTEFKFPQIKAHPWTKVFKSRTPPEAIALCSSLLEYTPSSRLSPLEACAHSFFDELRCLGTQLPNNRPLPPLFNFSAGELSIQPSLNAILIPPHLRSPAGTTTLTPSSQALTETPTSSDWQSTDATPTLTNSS
Numbers without * were called inactive; i = inactive; u = inconclusive; x = no result given.

The first 11 compounds, to show the layout:
SMILES	Dyrk1A ADPGlo	PolyA inh	Platelet DG rel	AI-2 QS modul	GSK3beta inhib	HSF1 activator	HSF1 inhib	HDAC3 inh	HSP90 refold inh	GSK3 alpha inh
CN(C)c1ccc(P(=O)(CC(=O)N/N=C/c2ccc(C#N)cc2)OCCCl)cc1 (stereo not given)	3	i	-2	26	3	7	-4	2	-1	-1
N#C/C(=C\Nc1ccc(F)c(Cl)c1)S(=O)(=O)c1ccccn1	x	i	-4	9	4	9	4	10	4	-1
COc1ccc2nc(N(CCN(C)C)C(=O)c3ccc4c(c3)OCCO4)sc2c1	0	i	-7	8	0	3	4	12	-4	1
CCOc1nc(N(C)C)nc(-n2nnc(C(C)=O)c2C)n1	0	i	-1	24	4	-2	-15	2	2	0
CCOc1ccc(S(=O)(=O)NCc2ccc(F)cc2)c2cccnc12	-9	i	-3	10	2	-35	-20	-21	3	-25
O=C(Nc1ccc(Cl)cn1)c1cc2c(s1)-c1ccccc1OC2	-1	i	5	28	1	19	29	x	3	-2
Cc1cccc(NC(=S)NNC(=O)c2csc(C(C)C)c2)c1	-1	i	0	-18	2	17	10	1	0	1
CCc1ccc(C(=O)CC2(O)C(=O)N(CN3CCOCC3)c3ccccc32)cc1 (stereo not given)	7	i	18	9	1	-1	-7	-11	3	0
COc1ccccc1C1C(C(=O)c2cc3ccccc3o2)=C(O)C(=O)N1c1cc(C)on1 (stereo not given)	8	i	-3	14	0	8	5	-6	1	-2
CC1=C(C(=O)N2CCCC(N3CCN(c4cccc(C(F)(F)F)c4)CC3)C2)OCCO1 (stereo not given)	8	i	6	16	1	4	-1	5	-5	-1
O=C(N/C(=C/c1ccco1)C(=O)N1CCc2ccccc21)c1ccco1	-9	i	6	10	-2	7	6	5	3	3

The listing (from the top)
SMILES	Dyrk1A ADPGlo	PolyA inh	Platelet DG rel	AI-2 QS modul	GSK3beta inhib	HSF1 activator	HSF1 inhib	HDAC3 inh	HSP90 refold inh	GSK3 alpha inh
CN(C)c1ccc(P(=O)(CC(=O)N/N=C/c2ccc(C#N)cc2)OCCCl)cc1 (stereo not given)	3	i	-2	26	3	7	-4	2	-1	-1
N#C/C(=C\Nc1ccc(F)c(Cl)c1)S(=O)(=O)c1ccccn1	x	i	-4	9	4	9	4	10	4	-1
COc1ccc2nc(N(CCN(C)C)C(=O)c3ccc4c(c3)OCCO4)sc2c1	0	i	-7	8	0	3	4	12	-4	1
CCOc1nc(N(C)C)nc(-n2nnc(C(C)=O)c2C)n1	0	i	-1	24	4	-2	-15	2	2	0
CCOc1ccc(S(=O)(=O)NCc2ccc(F)cc2)c2cccnc12	-9	i	-3	10	2	-35	-20	-21	3	-25
O=C(Nc1ccc(Cl)cn1)c1cc2c(s1)-c1ccccc1OC2	-1	i	5	28	1	19	29	x	3	-2
Cc1cccc(NC(=S)NNC(=O)c2csc(C(C)C)c2)c1	-1	i	0	-18	2	17	10	1	0	1
CCc1ccc(C(=O)CC2(O)C(=O)N(CN3CCOCC3)c3ccccc32)cc1 (stereo not given)	7	i	18	9	1	-1	-7	-11	3	0
COc1ccccc1C1C(C(=O)c2cc3ccccc3o2)=C(O)C(=O)N1c1cc(C)on1 (stereo not given)	8	i	-3	14	0	8	5	-6	1	-2
CC1=C(C(=O)N2CCCC(N3CCN(c4cccc(C(F)(F)F)c4)CC3)C2)OCCO1 (stereo not given)	8	i	6	16	1	4	-1	5	-5	-1
O=C(N/C(=C/c1ccco1)C(=O)N1CCc2ccccc21)c1ccco1	-9	i	6	10	-2	7	6	5	3	3
COCCn1c(C)nnc1SCC(=O)NNC(=O)c1ccc(Br)cc1	-6	i	-10	13	1	30	0	x	-1	x
COc1ccccc1-c1cc(C(=O)N/N=C/c2ccc(C)o2)c2ccccc2n1	2	i	-5	24	1	9	3	x	3	x
O=C(N/N=C\c1ccccc1F)c1ccc(-c2ccccc2)cc1	-8	x	x	16	-4	x	x	0	2	x
Cc1cc(C)cc(NC(=O)CSc2nc(N)c(NC(=O)c3ccc(Br)o3)c(=O)[nH]2)c1	-5	i	42	8	0	-7	0	2	2	-1
COc1ccc(N(C)S(=O)(=O)c2ccc3c(c2)CC(C)N3C(=O)C2CC2)c(OC)c1 (stereo not given)	9	i	10	10	0	19	-8	8	0	-2
CC1(C)CC(=O)C/C(=N\NC(=O)Cc2ccccc2)C1	1	i	-5	6	-1	-6	6	0	-3	-1
COc1cc(SC)ccc1C(=O)NC(C)C	1	i	-2	11	2	9	-6	-4	0	-2
Cc1ccc(-n2ncc3c(=O)[nH]cnc32)c(C)c1	-4	i	2	10	0	-4	-5	3	-1	0
Cc1cc(-c2nc(C)c(C(=O)NNS(=O)(=O)c3ccccc3)s2)no1	x	i	-2	9	-4	4	3	-1	1	1
Cc1ccc(NC(=O)Cn2ccnc2)cc1C	x	i	-1	23	0	-10	2	-7	-3	-3
Cc1nn(Cc2ccccc2Cl)c(C)c1NC(=O)c1noc2c1CCCCC2	-1	i	0	2	-7	7	-2	8	1	3
CCCCNC(=O)NNC(=O)c1ccoc1C	-6	i	x	21	-2	x	x	2	0	-5
CCOCCCNC(=O)C(c1ccc(OC)cc1)N(Cc1ccc2c(c1)OCO2)C(=O)c1ccccn1 (stereo not given)	3	i	13	0	2	-5	3	7	0	-1
CSC1=N/C(=C\c2ccc(Br)o2)C(=O)S1	1	i	9	-11	-2	26	1	1	0	4

Following part.
SMILES	Dyrk1A ADPGlo	PolyA inh	Platelet DG rel	AI-2 QS modul	GSK3beta inhib	HSF1 activator	HSF1 inhib	HDAC3 inh	HSP90 refold inh	GSK3 alpha inh
O=C(NC1CCCN(Cc2ccc(Cl)cc2)C1)c1cnc2ccccn2c1=O (stereo not given)	-1	i	5	5	-4	5	4	-26	2	-1
Cc1cccc(N=Cc2c(O)cc(C)oc2=O)c1	-3	i	-22	13	4	14	12	0	-5	-3
Cc1ccc(OC(C)C(=O)O)cc1C (stereo not given)	-13	i	6	11	-1	2	-6	-4	-1	-3
CCOC(=O)Cn1cnc2c(C#N)c3n(c2c1=O)CCCCC3	4	i	-10	-4	2	-16	-2	-2	0	-2
CCOC(=O)C1(CC2CC2)CCN(Cc2ccc(C(=O)OC)cc2)CC1	-4	i	-14	18	0	-8	1	1	6	1
Fc1ccc(-c2n[nH]c(=S)n2Cc2ccccc2)cc1	0	i	6	-3	0	12	9	-2	-3	-1
COc1ccc(/C=N/Nc2ncnc(Cl)c2N)cc1OC	2	i	21	21	-13	-6	2	-7	5	11
CCCOC(=O)C(C)n1c(-c2ccccc2)nc2ccccc2c1=O (stereo not given)	-5	i	-4	16	-2	22	3	-19	4	-4
COc1cc(-c2cc(OC)c3c(C)oc(C)c3c(=O)c2)ccc1O	-3	i	10	8	1	-3	5	4	-2	-1
Cc1ccc(C2(C)NC(=O)N(CC(=O)N(Cc3ccccc3)C(C)(C)C)C2=O)cc1 (stereo not given)	1	i	-27	14	3	8	4	1	-1	-1
O=[N+]([O-])c1ccc(C2CCCC/C2=N/OCc2ccc(F)cc2)c([N+](=O)[O-])c1 (stereo not given)	-5	i	-3	16	-5	10	11	-5	-4	-1
Nc1nnc(SCC(=O)Nc2cccc(S(N)(=O)=O)c2)s1	-4	i	-6	5	-4	4	0	-7	3	0
O=C(Cc1ccccc1)NCC(=O)OCC(=O)c1cccs1	x	i	-1	24	2	-14	-4	-3	-2	-2
Cc1ccc(C2=CSC3=NNC4(CCCCC4)NN23)cc1	-5	i	-4	-27	-3	13	12	6	-3	-2
Cc1ccc(CCNC(=O)c2nc(CS(=O)(=O)c3ccc(Cl)cc3)no2)cc1	-4	i	-42	11	0	-11	3	1	1	-3
CCN(CC)c1ccc(C(=S)N2CCN(c3ccccc3)CC2)cc1	-1	i	5	16	1	7	3	-3	-1	-1
CCCCC(=O)Nc1ccc(C(=O)NNC(=O)c2ccc(C)c(Br)c2)cc1	-8	i	9	19	0	3	-6	-8	2	1
CC(NS(=O)(=O)c1ccc(Cl)cc1)C(=O)N1CCOCC1 (stereo not given)	5	i	2	5	0	-5	-1	-8	4	-3
O=C(N/N=C/c1cccnc1)c1ccccc1	6	i	-4	14	0	13	3	3	-1	-1
Cc1cc(C)cc(NC(=O)C2CCN(S(=O)(=O)c3ccc4[nH]c(=O)ccc4c3)CC2)c1	1	i	-4	12	0	1	-1	-9	0	-2
NNC(=O)CCn1nnc2ccccc21	-4	i	9	29	-2	-2	0	-7	3	0
CCc1ccc2c(c1)C(c1ccc([N+](=O)[O-])cc1)=NNC(c1ccc(Br)cc1)=N2	-6	i	4	28	1	36	8	-3	4	-2
O=C(Cc1ccc(Cl)cc1)Nc1ccc(NC(=O)c2ccccc2)cc1	2	i	-14	-2	-2	u	11	0	-4	0
N#Cc1c(Cl)nsc1NC(=O)c1ccccc1	12	i	2	12	-1	12	-2	3	5	4
CCOC(=O)c1cnc2c(C)c(-c3ccccc3)[nH]n2c1=O	36	i	0	13	3	13	-5	-3	2	-4

Random excerpt: 2 compounds from above.
SMILES	Dyrk1A ADPGlo	PolyA inh	Platelet DG rel	AI-2 QS modul	GSK3beta inhib	HSF1 activator	HSF1 inhib	HDAC3 inh	HSP90 refold inh	GSK3 alpha inh
COc1cc(-c2cc(OC)c3c(C)oc(C)c3c(=O)c2)ccc1O	-3	i	10	8	1	-3	5	4	-2	-1
Cc1cccc(N=Cc2c(O)cc(C)oc2=O)c1	-3	i	-22	13	4	14	12	0	-5	-3

(more compounds)
SMILES	Dyrk1A ADPGlo	PolyA inh	Platelet DG rel	AI-2 QS modul	GSK3beta inhib	HSF1 activator	HSF1 inhib	HDAC3 inh	HSP90 refold inh	GSK3 alpha inh
CN1C(=O)c2ccccc2C(C(=O)NCCCN2CCCC2)C1c1c[nH]c2ccccc12 (stereo not given)	2	i	5	0	0	-5	0	x	2	x
CCC(=O)OCCNc1cc(Sc2nc3ccccc3[nH]2)c2nonc2c1[N+](=O)[O-]	3	x	x	x	x	x	x	1	1	1
Cc1ccccc1Cn1c(=O)n(CCCC(=O)NCc2ccco2)c(=O)c2ccccc21	4	i	1	3	-1	0	7	x	4	x
Cc1nc(Sc2ccc(Br)cc2)c(C#N)c(C)c1[N+](=O)[O-]	13	i	-20	20	2	128*	74	u	2	-1
COc1ccc(C2CC(=O)C(C=NCCCN3CCOCC3)=C(O)C2)cc1 (stereo not given)	-1	i	10	-4	3	1	-5	15	-4	-2
COc1ccc(OCCCC(=O)Nc2cccc(C(C)=O)c2)cc1	-2	i	4	-5	4	-6	-9	-4	0	1
N#Cc1c(N2CCSCC2)nsc1-c1ccccc1Cl	0	i	6	9	-1	-8	-3	-6	-2	-2
COCCNC(=O)c1ccc2c(c1)S(=O)(=O)c1ccccc1C2=O	7	i	-1	3	1	4	5	1	x	1

This is a subset; the hit share may differ from the screen's.
